# TSHR antagonist – human thyrotropin receptor antagonism; activity change, negative = inhibition, % at 11.5 µM; hit rate 0.2% among 330,000; P16473; TSHR-expressing cells, TSH-stimulated cAMP HTRF, 2 h; stronger effect = lower value; AID 504810;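 active = activity change below a set negative limit, meaning inhibition stronger than a set level, cut at about -70% in these data; inconclusive = activity change between two set negative limits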; note: % is set by controls: 0 for no effect and ±100 for the full control effect
#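 TSHR-expressing cells were treated with compounds, then stimulated with TSH at EC80 (4nM final) for 2 hours at 37 deg C. Cellular cAMP was measured by HTRF competition between lysate cAMP and cAMP-d2 for a cryptate-labelled anti-cAMP antibody.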
# Mito fusion yeast – blocks mitochondrial division or promotes mitochondrial fusion; S. cerevisiae fusion-defective mutant growth rescue, CellTiterGlo 48 h; Potency, µM (highest dose often 46.1 µM), inactives show at the highest dose growth rescue (activation), hits mostly activators; hit rate 0.23% among 320,000; AID 485298;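 note: potency is the fitted concentration of half-maximal effect; % of control where 0% means no effect; nearly all actives have a fitted effect of over 45% in size; temperature-sensitive fusion mutants such as fzo1-1 at 37 °C on non-fermentable ethanol glycerol medium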
#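 Luminescent cell viability in 1536-well qHTS format served as the measure of rescued growth in ts fusion-mutant S. cerevisiae cultured on non-fermentable YPEG for 48 hours at 37C.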
# AT treatment – potential ataxia-telangiectasia treatments restoring KAP-1 phosphorylation; […] A-T fibroblasts, KAP-1 phosphorylation AlphaLISA; neocarzinostatin DNA damage 30 min before lysis; Potency, µM (highest dose often 57.5 µM), inactives show at the top dose activation, most hits filed as activators; hit rate 0.19% among 320,000; note: potency is the fitted concentration of half-maximal effect; % of control where 0% means no effect; nearly all actives have a fitted effect of over 45% in size
#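 hTERT-immortalized A-T patient fibroblasts ([…]), 500 cells/well in OPTI-MEM, 1% FBS, got compounds for 60 min, then NCS for 30 min at 37C. Lysates were then assayed for phospho-KAP-1 by AlphaLISA (anti-pKAP1 donor, anti-KAP1 acceptor beads), 6 hr at 25C.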
# Integrin act MD – activators of alpha7 integrin expression for muscular dystrophy; alpha7betagal myoblasts, beta-gal FDG fluorescence, 48 h; Potency, µM (doses to about 38.3 µM), for the others: top-dose activation, most hits filed as activators; hit rate 0.064% among 350,000; AID 624291;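 note: potency is the fitted concentration of half-maximal effect; 100% = response of the positive control SU9516; nearly all actives have a fitted effect of over 60% in size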
#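 Alpha7betagal+/- myoblasts (passage 13) were plated 16-24 hr, then exposed to compounds (1:260 dilution of DMSO stock) for 48 hours at 37C. After MPER lysis, β-galactosidase reporter activity was read as FDG fluorescence (ex 480/em 540) after 30 minutes.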
# Eya2 phos inh – blocks the phosphatase activity of human Eya2. hit rate 0.006% among 330,000. Potency, µM (highest dose often 76.9 µM), for the others: at the highest dose activity, negative = inhibition, usual class: inhibitors. recombinant Eya2, OMFP fluorescence dephosphorylation (OMFP is methylfluorescein phosphate); note: potency is the fitted concentration of half-maximal effect; % is set by controls: 0 for no effect and ±100 for the full control effect
#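 Eya2 (0.2 uM) preincubated 10 min at ambient with compound, then OMFP substrate added at 50 uM; 10 min reaction in 50 mM HEPES pH 7.5, 50 mM NaCl, 5 uM MgCl2, 0.05% BSA, 1 mM DTT. Fluorescence read at Ex 485/Em 525 nm.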
# Tb PFK block – T. brucei PFK enzyme inhibition | O15648 | T. brucei PFK, ADP-Glo luminescence | Potency, µM (series often up to 57.5 µM), inactives show at the top dose activity, negative = inhibition, usual class: inhibitors | hit rate 0.17% among 330,000 | AID 485367;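 note: potency is the fitted concentration of half-maximal effect; 0% = uninhibited 1x PFK enzyme wells and -100% = no-enzyme wells; nearly all actives have a fitted effect of over 60% in size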
#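 Activity is normalized to no-enzyme wells (full inhibition) and 1.25 nM enzyme wells (no inhibition). Reaction: 0.5 mM F6P, 0.1 mM ATP, 45 min RT, ADP-Glo luminescence; concentration-response curves fitted and classed by quality.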
# TCR act – activates T cell receptor signaling | primary human leukocytes, anti-CD3, IL-2 HTRF, 48 h | 330,000 tested, under 10 active | Potency, µM (highest dose often 9.22 µM), for the others: at the top dose activation of IL-2 secretion, most hits filed as activators; note: % of control where 0% means no effect
#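 Using a-CD3 beads without co-stimulation, primary human leukocytes were exposed to compounds for 48 hr. An HTRF IL-2 kit measured the cytokine, with europium-to-d2 energy transfer producing emission at 665nm upon 320nm excitation.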
# ELG1 repair inh – ELG1-dependent DNA repair inhibition; AID 504467; HEK293T ELG1-luciferase reporter, luminescence, 16 h; DNA damage induced by 5-fluorouridine; hit rate 2.3% among 330,000; Potency, µM (doses to about 46.1 µM), for inactives: at the highest dose activity change, negative = inhibition, usual class: inhibitors; note: potency is the fitted concentration of half-maximal effect; % is set by controls: 0 for no effect and ±100 for the full control effect; nearly all actives have a fitted effect of over 55% in size
#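 DMSO vehicle served as the neutral condition. Each well held 2,000 cells given 5-fluorouridine plus compound; after 16 hr at 37 °C/5% CO2, ONE-Glo was added and luciferase measured 30 min later.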
# PTAP TSG101 blk – blocks PTAP/TSG101 interaction to inhibit HIV-1 budding. 340,000 tested, under 10 active. Potency, µM (series often up to 115 µM), inactives show at the top dose activity change, negative = inhibition, actives largely listed as inhibitors. Fluorescence polarization, FITC-PTAP peptide / Tsg101 binding. AID 493005. Q99816; active = well fitted inhibition curve with a large enough effect in the main read-out, with a control signal flat, not every such curve was filed as active; inconclusive = small, poorly fitted or top-dose-only effect, or effect the other way, or a change in a side signal; inactive = no such curve, though single readings can be large or run the other way; note: potency is the fitted concentration of half-maximal effect; % of control where 0% means no effect
# Target sequence (Q99816 whole entry, looked up): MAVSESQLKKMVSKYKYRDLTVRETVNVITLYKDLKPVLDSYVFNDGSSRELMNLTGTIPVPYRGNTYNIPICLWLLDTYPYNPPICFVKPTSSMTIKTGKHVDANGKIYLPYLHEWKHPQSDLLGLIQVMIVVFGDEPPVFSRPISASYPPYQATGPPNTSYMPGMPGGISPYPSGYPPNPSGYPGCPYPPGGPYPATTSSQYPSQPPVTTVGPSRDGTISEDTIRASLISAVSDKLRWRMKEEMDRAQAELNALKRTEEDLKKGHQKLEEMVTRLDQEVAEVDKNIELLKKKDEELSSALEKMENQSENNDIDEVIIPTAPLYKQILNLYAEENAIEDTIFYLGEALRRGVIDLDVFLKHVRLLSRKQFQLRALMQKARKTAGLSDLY
#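 Steps: Tsg101 binding domain dispensed (10 uM final), compounds pinned in DMSO, FITC-labeled PTAP-motif peptide added (50 nM final); after 20 min binding at room temperature, polarization measured.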
# S-ASM inh – human S-ASM enzyme inhibition; P17405; placental ASM, HMU-PC fluorogenic substrate, 60 min; Potency, µM (series often up to 57.5 µM), for the others: at the highest dose activity change, negative = inhibition, most hits filed as inhibitors; hit rate 0.006% among 340,000; AID 504937; note: potency is the fitted concentration of half-maximal effect
# Target sequence (P17405 47-631 limits assumed): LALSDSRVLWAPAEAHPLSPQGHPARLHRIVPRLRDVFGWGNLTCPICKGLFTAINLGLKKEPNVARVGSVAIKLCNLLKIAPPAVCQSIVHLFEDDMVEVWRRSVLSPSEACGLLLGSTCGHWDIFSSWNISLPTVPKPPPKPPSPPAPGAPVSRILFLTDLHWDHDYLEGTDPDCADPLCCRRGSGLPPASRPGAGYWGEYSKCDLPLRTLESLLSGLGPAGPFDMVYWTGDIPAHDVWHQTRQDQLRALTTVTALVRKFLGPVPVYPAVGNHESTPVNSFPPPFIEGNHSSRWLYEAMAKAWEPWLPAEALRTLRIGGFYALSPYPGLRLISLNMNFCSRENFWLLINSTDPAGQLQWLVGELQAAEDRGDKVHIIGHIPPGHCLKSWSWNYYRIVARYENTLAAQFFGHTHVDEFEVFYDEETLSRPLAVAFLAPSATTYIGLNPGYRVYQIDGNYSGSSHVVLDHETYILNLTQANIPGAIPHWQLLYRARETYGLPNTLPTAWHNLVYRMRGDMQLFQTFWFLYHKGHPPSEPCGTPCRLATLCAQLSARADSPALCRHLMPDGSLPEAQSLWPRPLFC
#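 Fluorescence read-out (Ex 386 nm, Em 447 nm) after stopping the reaction at pH 10. Enzyme: ASM from human placenta; substrate HMU-PC0, 9 uM final; 60 min, 37 °C. Compound preincubation 10 min, ambient temperature.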
# Chronic BCR inh – chronic active BCR signaling inhibition; Potency, µM (titrated, usually from 46.1 µM), without a hit: top-dose ratio change, negative = lower green/red ratio, actives largely listed as inhibitors; AID 493014; ABC-DLBCL IkBa-CBG/CBR reporter, luminescence ratio, 4 h; hit rate 0.05% among 340,000; active = well fitted inhibition curve with a large enough effect in the signal ratio, with a control signal flat, not every such curve was filed as active; inconclusive = small, poorly fitted or top-dose-only effect, or effect the other way, or a change in a side signal; the % refers to the signal ratio;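 note: potency is the fitted concentration of half-maximal effect; plate controls were basal doxycycline-induced cells for no effect and cells given 10 µM MG132 for full effect; MG132 reads +100%, hits lower the ratio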
#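 Concentration-response series (up to 46 uM) were applied to TMD8 dual-reporter cells for 4 h at 37C with doxycycline. Green/red ratio, after filter-overlap correction, defined %Activity; red signal alone was normalised to basal cells and zero luminescence.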
# An asterisk follows results filed as active; i = inactive; ? = inconclusive; . = no result given; [ ] = another dose, or the depositor's remark. Unless noted, calls come from the whole dose curve; as a rule, active = well fitted curve in the direction sought with a large enough effect; inconclusive = small, poorly fitted or top-dose-only effect, or another doubt; inactive = no such curve, though single readings can be large; an effect the other way counts as inactive or inconclusive. Rows are unselected; any-hit rate near 3.2%.
SMILES,TSHR antagonist,Mito fusion yeast,AT treatment,Integrin act MD,Eya2 phos inh,Tb PFK block,TCR act,ELG1 repair inh,PTAP TSG101 blk,S-ASM inh,Chronic BCR inh
O=c1c2ccccc2cnn1-c1ccc(Cl)nn1,-7,7%,-1%,-21%,3%,-3%,9%,?,-2%,10%,-7%
CC1CCCN(C(=O)c2ccc3c(=O)n(C4CCCC4)c(=S)[nH]c3c2)C1 (centres undefined),-7,-16%,2%,?,-7%,-3%,-3%,?,-4%,-10%,?
COc1ccc(C(=O)OCC(=O)N2CCCCCC2)cc1S(=O)(=O)N1CCOCC1,-3,-2%,1%,-6%,0%,-2%,0%,2%,-5%,5%,-3%
COc1ccc(OC)c(Nc2c3ccccc3nc3ccccc23)c1,-1,31%,-2%,-44%[inhibitor],0%,-14%,2%,12µM*,-2%,44%[activator],?
O=C(C1CCN(S(=O)(=O)c2ccccc2F)CC1)N1CCCC1,.,-2%,3%,-3%,1%,8%,2%,7%,-2%,8%,6%
Nc1nc(F)cc(N2CCCCCC2)n1,-2,3%,-1%,-33%[inhibitor],-12%,1%,1%,12%,1%,3%,8%
O=C(Cc1ccccc1)NNC1CC(=O)N(c2ccccc2)C1=O (centres undefined),-4,-19%,4%,7%,-15%,-13%,2%[46.1 µM],13%,-1%,4%,1%
N#C/C(=C\c1ccc(Sc2ccccc2)o1)c1nc2ccccc2[nH]1,-22,-3%,0%,19%,27%,-25%,2%[46.1 µM],?,0%,-13%,4%
O=C(NCc1ccc(F)cc1)C1CC(=O)N(CCc2ccccc2)C1 (centres undefined),70,1%,15%,5%,8%,4%,3%,8%,-4%,-1%,2%
COc1ccc(C2=CC(=O)C[C@H](c3ccc(OC)cc3)C2)cc1,-8,24%,11%,-20%,-19%,25%,-1%,-2%,-6%,-13%,9%
CCOc1ccccc1CNCCNC(=O)c1nonc1N,4,10%,11%,3%,4%,0%,-3%,?,1%,3%,0%
Cc1ccc(NC(=O)COc2ccccc2C(=O)NCCN(C)C)cc1,33,7%,5%,.,-17%,-2%,.,?,.,.,-11%
O=C1N(CCCN2C(=O)C3(OCCO3)c3ccccc32)c2ccccc2C12OCCO2,-5,2%,-3%,20%,27%,-3%,-4%,-23%,-3%,-3%,5%
C=CCNC(=O)C1CCN(c2cc(C)nc(-c3ccccc3)n2)CC1,9,-2%,-1%,8%,-3%,-2%,-5%,-22%,-8%,4%,1%
COc1ccccc1/C=C1\SC(=S)N(CCC(=O)Nc2cc(C)on2)C1=O,-14,3%,-2%,-19%,3%,1%,-6%,-13%,5%,-16%,?
O=C(CN1C(=O)NC2(CCCC2)C1=O)c1ccc(Cl)s1,-1,-1%,4%,13%,19%,4%,-2%,?,-1%,5%,11%
O=C(CSc1nc(N2CCCCC2)nc(N2CCCCC2)n1)N1CCc2ccccc21,14,0%,-1%,.,-4%,-10%,.,0%,.,.,-7%
COC(=O)c1c(C)[nH]c(C(=O)CN2C(=O)NC3(CCOc4ccccc43)C2=O)c1C (centres undefined),-5,2%,2%,0%,-2%,-2%,-16%,?,-1%,-4%,0%
Cc1ccc(-c2nnc(SCC(=O)NNC(=O)COc3cccc4ccccc34)n2C)cc1,-2,-3%,4%,.,1%,0%,8%[46.1 µM],21%,.,.,-2%
C=CCNc1nc2c(c(=O)n(C)c(=O)n2C)n1CCCCCC,-17,18%,-10%,-56%[inhibitor],-17%,1%,1%,-14%,-9%,-5%,0%
Cn1cc(C(=O)N2CCN(c3ccccc3)CC2)c(=O)c2cc(S(=O)(=O)N3CCCC3)ccc21,0,0%,2%,?,-1%,-1%,2%,1%,-1%,-5%,3%
O=C(COc1ccccc1)Nc1nnc(-c2ccc3c(c2)CCCC3)o1,-4,-13%,-5%,-5%,20%,-3%,-2%,?,0%,-4%,-8%
Cc1ccc(Oc2cc(NC(=O)CCCn3nc([N+](=O)[O-])c(Cl)c3C)cc([N+](=O)[O-])c2)cc1,-3,9%,6%,10%,2%,7%,5%[46.1 µM],?,0%,-23%,1%
O=C(NCc1ccccn1)c1cc(-n2cnnc2)ccc1Cl,19,-1%,-1%,1%,3%,?,4%,-3%,-1%,4%,1%
Cc1ccc(SSc2cc(C)ccc2N)c(N)c1,7,-10%,-15%,11%,22%,21µM*,4%,?,-2%,11%,?
# The listing continues:
SMILES,TSHR antagonist,Mito fusion yeast,AT treatment,Integrin act MD,Eya2 phos inh,Tb PFK block,TCR act,ELG1 repair inh,PTAP TSG101 blk,S-ASM inh,Chronic BCR inh
CCc1cccc(CC)c1NC(=O)C1CCN(C(=O)c2ccco2)CC1,-8,1%,-3%,-14%,9%,0%,5%,-5%,0%,0%,0%
c1ccc(OCc2nnc3n2CCCCC3)cc1,16,-8%,18%,-3%,8%,-1%,-2%,0%,0%,8%,5%
CSCCC(NC(=O)COc1ccccc1)C(=O)N(C)Cc1cccc(F)c1 (centres undefined),-8,2%,1%,0%,7%,-9%,0%,0%,-2%,0%,?
O=C(NC1CCCCC1)C(c1ccccc1F)N(Cc1ccco1)C(=O)Cn1nnc2ccccc21 (centres undefined),-23,9%,8%,-8%,-4%,8%,0%,-19%,-5%,1%,14%
c1ccc(Cn2c(-c3ccco3)nc3nc4ccccc4nc32)cc1,-15,2%,6%,-9%,3%,-2%,-1%,?,-5%,i,6%
O=C(Cc1cccs1)Nc1nc(-c2ccccc2)cs1,-20,5%,.,1%,-9%,-3%,7%,-13%,-4%,-8%,?
COC(=O)c1ccc(S(=O)(=O)N2CCN(C)CC2)n1C,3,-2%,-2%,-18%,2%,-2%,-2%,1%,-2%,1%,?
Cc1ccc(S(=O)(=O)c2nc(S(=O)(=O)c3ccc(C)cc3)c(N3CCN(CCO)CC3)s2)cc1,21,0%,24%,23%,-5%,0%,-6%,?,-7%,-2%,4%
CS(=O)(=O)Nc1ccc2c(c1)ncn2CCc1ccccc1,-3,-9%,-10%,-5%,-4%,-1%,13%,-3%,-6%,0%,5%
CN(C)c1ccc(N=Nc2ccccc2C(=O)OCC(=O)N(C)C2CCCCC2)cc1,-13,29%,-4%,28%,-11%,7%,3%[46.1 µM],-17%,0%,3%,1%
Cc1ccc(CNC(=O)C2COc3ccccc3O2)cc1 (centres undefined),7,-25%,1%,-2%,6%,-5%,0%,?,-4%,3%,18%
CCP(=O)(c1ccccc1)C(C)(C)O (centres undefined),3,-3%,0%,1%,-9%,2%,1%,15%,-2%,1%,4%

# Four entries from above, with each value named.
CC1CCCN(C(=O)c2ccc3c(=O)n(C4CCCC4)c(=S)[nH]c3c2)C1 (centres undefined)
  TSHR antagonist: -7; Mito fusion yeast: -16%; AT treatment: 2%; Integrin act MD: ?; Eya2 phos inh: -7%; Tb PFK block: -3%; TCR act: -3%; ELG1 repair inh: ?; PTAP TSG101 blk: -4%; S-ASM inh: -10%; Chronic BCR inh: ?

COc1ccc(C(=O)OCC(=O)N2CCCCCC2)cc1S(=O)(=O)N1CCOCC1
  TSHR antagonist: -3; Mito fusion yeast: -2%; AT treatment: 1%; Integrin act MD: -6%; Eya2 phos inh: 0%; Tb PFK block: -2%; TCR act: 0%; ELG1 repair inh: 2%; PTAP TSG101 blk: -5%; S-ASM inh: 5%; Chronic BCR inh: -3%

COc1ccc(OC)c(Nc2c3ccccc3nc3ccccc23)c1
  TSHR antagonist: -1; Mito fusion yeast: 31%; AT treatment: -2%; Integrin act MD: -44%[inhibitor]; Eya2 phos inh: 0%; Tb PFK block: -14%; TCR act: 2%; ELG1 repair inh: 12µM*; PTAP TSG101 blk: -2%; S-ASM inh: 44%[activator]; Chronic BCR inh: ?

O=C(C1CCN(S(=O)(=O)c2ccccc2F)CC1)N1CCCC1
  TSHR antagonist: .; Mito fusion yeast: -2%; AT treatment: 3%; Integrin act MD: -3%; Eya2 phos inh: 1%; Tb PFK block: 8%; TCR act: 2%; ELG1 repair inh: 7%; PTAP TSG101 blk: -2%; S-ASM inh: 8%; Chronic BCR inh: 6%

# High-throughput results (PubChem)
